Source: PubChem (NCI)
All columns: NCI-60 one-dose screen, growth in % after 48 h at 10 µM unless noted; 100 = growth as untreated, 0 = no growth, -100 = all killed.
TK-10: TK-10 renal cancer cells; actives 3.9% (n = 81,000); AID 1794769
SN12C: SN12C renal cancer cells. actives 3.8% (n = 81,000). AID 1794767
IGROV1: IGROV1 ovarian cancer | actives 4.7% (n = 79,000) | AID 1794786
786-0: 786-0 renal cancer cells. actives 5.1% (n = 81,000). AID 1794775
OVCAR-4: OVCAR-4 ovarian cancer cells | actives 3.7% (n = 80,000) | AID 1794784
UO-31: UO-31 renal cancer; actives 5.2% (n = 81,000)
SK-OV-3: SK-OV-3 ovarian cancer cells | actives 3.2% (n = 80,000) | AID 1794785
OVCAR-5: OVCAR-5 ovarian cancer; actives 2.9% (n = 82,000); AID 1794783
An asterisk follows results filed as active; . = not tested or not shown. How the source made its calls: active means growth percent below 10; inactive means the rest.

1) NS(=O)(=O)c1ccc(Nc2nc3n[nH]c(Nc4cccc(Cl)c4)c3c(=O)[nH]2)cc1
2) COc1ccc2[nH]cc(CCNC(=O)CN3C(=O)/C(=C/c4ccco4)SC3=S)c2c1
3) CS(=O)(=O)C1=CN(CCO)C(=O)N2CCCN=C12
4) COc1c(B(O)O)cccc1-c1nc2ccc3[nH]ncc3c2c2c1C1CCC2C1 (stereo not given)
5) CC(O)c1cc[cH-]c1.[Fe+2].c1cc[cH-]c1 (stereo not given)
6) CC(=O)C(=O)NCCCCCC(=O)Nc1ccccc1
7) O=C(O)CCN1C(=O)/C(=C/c2ccc(O)cc2O)SC1=S
8) Cc1c[n+](Cc2ccc3ccccc3c2)cn1Cc1ccc2ccccc2c1
9) O=C1/C(=C\c2ccccc2Cl)N=C(c2cnccn2)N1c1cccc2cccnc12
10) CCCC1CCC(O)(C(C)(O)C(=O)NC2C(=O)N3NCCCC3C(=O)N(O)C(C)C(=O)N3NCCCC3C(=O)N3NCC(O)CC3C(=O)NC(C)C(=O)OC2C(C)C)OC1CC (stereo not given)

compound no. | 1 | 2 | 3 | 4 | 5 | 6 | 7 | 8 | 9 | 10
TK-10 | 104.6 | 104.7 | 109.4 | 44.2 | 96.0 | 111.1 | . | -4.5* | 135.1 | -85.3*
SN12C | 107.0 | 103.5 | 99.7 | 59.8 | 98.9 | 99.8 | 93.6 | 7.6* | 92.3 | -67.9*
IGROV1 | 113.2 | 111.5 | 101.7 | 76.1 | 105.8 | 107.1 | 107.5 | -16.3* | 97.0 | -40.0*
786-0 | 99.7 | 101.7 | 99.5 | 52.6 | 97.2 | 103.0 | 97.2 | 41.0 | 101.6 | -78.6*
OVCAR-4 | 89.0 | 110.6 | 114.8 | 114.9 | 113.6 | 113.7 | 112.1 | -7.4* | 91.4 | -81.0*
UO-31 | 61.1 | 80.2 | 78.0 | 29.3 | 86.5 | 90.3 | 94.3 | 77.6 | 71.1 | 0.2*
SK-OV-3 | 82.8 | 94.8 | 97.5 | 39.8 | 99.6 | 106.5 | 134.7 | 35.3 | 83.6 | -96.3*
OVCAR-5 | 121.3 | 95.2 | 99.4 | 113.3 | 100.2 | 116.9 | 104.6 | 27.1 | 104.5 | -98.4*

Fetched by compound from the list above (2):
9) O=C1/C(=C\c2ccccc2Cl)N=C(c2cnccn2)N1c1cccc2cccnc12
6) CC(=O)C(=O)NCCCCCC(=O)Nc1ccccc1

compound no. | 9 | 6
TK-10 | 135.1 | 111.1
SN12C | 92.3 | 99.8
IGROV1 | 97.0 | 107.1
786-0 | 101.6 | 103.0
OVCAR-4 | 91.4 | 113.7
UO-31 | 71.1 | 90.3
SK-OV-3 | 83.6 | 106.5
OVCAR-5 | 104.5 | 116.9

New compounds follow
11) O=C(Nc1nc(-c2ccc(F)cc2)cc(-c2ccc(Cl)cc2)n1)c1ccncc1
12) CCCCCCC(=O)C(C)C
13) Nc1ccc2c(c1)-c1ccc(F)cc1C2=O
14) Cc1ccc(C(O)c2ccccc2)cc1 (stereo not given)
15) Cc1cc[n+](CCCCCCCCCC[n+]2ccc(C)cc2)cc1
16) Cc1cc(C)c2c(n1)sc1c(Nc3ccc(O)cc3)ncnc12
17) CCNc1nc2ccccc2c2c(=O)c3cccc(F)c3sc12
18) COc1ccc2nc(-c3cc(-c4ccc5c(c4)OCO5)n[nH]3)[nH]c2c1
19) CCc1nn2c(-c3ccccc3)c(-c3cc(OC)c(OC)c(OC)c3)nc2s1
20) CN1C(=O)CSCC1=O

compound no. | 11 | 12 | 13 | 14 | 15 | 16 | 17 | 18 | 19 | 20
TK-10 | 103.6 | 101.5 | 129.7 | 92.7 | 82.7 | 59.1 | 107.8 | 88.8 | 82.2 | 93.4
SN12C | 91.0 | 103.5 | 107.3 | 98.0 | 63.5 | 21.5 | 88.1 | 78.6 | 88.1 | 105.6
IGROV1 | 87.5 | 101.7 | 104.2 | 106.2 | 112.1 | 68.2 | 70.3 | 83.2 | 87.3 | 109.6
786-0 | 83.1 | 94.5 | 115.1 | 98.9 | 97.5 | 12.6 | 99.0 | 77.6 | 76.5 | 102.5
OVCAR-4 | 91.7 | 110.5 | 78.7 | 103.1 | 99.4 | 90.6 | 84.1 | 66.4 | 68.5 | 101.2
UO-31 | 55.6 | 92.3 | 79.4 | 91.9 | 99.8 | -10.3* | 57.4 | 91.8 | 57.6 | 88.9
SK-OV-3 | 97.6 | 110.4 | 106.6 | 97.2 | 97.8 | 30.5 | 93.0 | 85.1 | 102.0 | 100.4
OVCAR-5 | 99.4 | 109.9 | 96.5 | 101.9 | 97.9 | 55.4 | 95.5 | 98.0 | 98.5 | 107.6

Complete entries as entered above:
Cc1cc[n+](CCCCCCCCCC[n+]2ccc(C)cc2)cc1 is listed with TK-10 = 82.7; SN12C = 63.5; IGROV1 = 112.1; 786-0 = 97.5; OVCAR-4 = 99.4; UO-31 = 99.8; SK-OV-3 = 97.8; OVCAR-5 = 97.9
CCCCCCC(=O)C(C)C is listed with TK-10 = 101.5; SN12C = 103.5; IGROV1 = 101.7; 786-0 = 94.5; OVCAR-4 = 110.5; UO-31 = 92.3; SK-OV-3 = 110.4; OVCAR-5 = 109.9

Further records follow:
21) COc1ccc(C2CC(c3cnccn3)=NN2C(C)=O)cc1OC (stereo not given)
22) CC(=O)c1cc(C(=O)c2ccc3c(c2)NC(=O)CO3)n2ccc3ccccc3c12
23) CC(=O)Nc1ccc(-c2nc3ccc(-c4ccc(O)cc4)cc3[nH]2)cc1
24) O=C(OC(c1ccccc1)c1ccccc1)c1ccccc1
25) O=C(O)c1ccc2c(c1)C(=O)N(Cc1ccccc1)C2=O
26) COc1ccc(NC(=O)CC(=O)Nc2ccc(OC)cc2)cc1
27) COc1ccc(/C=c2\sc3n(c2=O)C(c2cc(OC)c(OC)c(OC)c2)C=C(c2ccc(OC)c(OC)c2)N=3)cc1OC (stereo not given)
28) OCC12CCCC(CO)(COC1)C2O (stereo not given)
29) CC[C@H](C)[C@@H](C(=O)OC)n1cc(CNC(=O)[C@@H](Cc2ccccc2)NC(=O)OCc2ccccc2)nn1
30) COc1ccc(/C=N/NC(=O)c2cnn(CC(O)c3ccccc3)c2N)cc1OCc1ccccc1 (stereo not given)

compound no. | 21 | 22 | 23 | 24 | 25 | 26 | 27 | 28 | 29 | 30
TK-10 | 85.8 | 78.2 | 107.7 | 93.6 | 91.1 | 102.9 | 105.1 | 113.4 | 101.4 | 80.5
SN12C | 102.6 | 86.1 | 63.1 | 99.4 | 98.2 | 96.9 | 93.9 | 101.4 | 94.6 | 92.6
IGROV1 | 101.3 | 96.2 | 39.0 | 100.4 | 106.3 | 101.6 | . | 115.8 | 92.2 | 92.3
786-0 | 95.0 | 51.7 | 77.8 | 88.4 | 95.5 | 92.2 | 78.1 | 111.8 | 106.1 | 92.5
OVCAR-4 | 112.1 | 47.9 | 69.1 | 100.6 | 114.0 | 109.8 | . | 103.6 | 105.3 | 87.2
UO-31 | 81.6 | 59.0 | 35.8 | 84.3 | 83.0 | 77.1 | . | 91.1 | 76.7 | 55.0
SK-OV-3 | 107.9 | 108.0 | 96.5 | 114.8 | 106.1 | 92.4 | 108.0 | 102.3 | 108.5 | 73.8
OVCAR-5 | 108.7 | 85.7 | 101.1 | 100.0 | 104.5 | 84.2 | . | 106.0 | . | 123.6

31) O=C(NN=C1CC2[C@H](COC(c3ccccc3)(c3ccccc3)c3ccccc3)C[C@H](COC(c3ccccc3)(c3ccccc3)c3ccccc3)[C@@H]2C1)c1ccncc1 (stereo not given in full)
32) COc1cc(-c2ccc(N=Nc3ccc4c(S(=O)(=O)O)ccc(N)c4c3O)c(OC)c2)ccc1N=Nc1ccc2c(S(=O)(=O)O)ccc(N)c2c1O
33) CC1=C(C(N)=O)S(=O)(=O)c2ccccc21
34) Oc1c2c(n3cccc13)=c1ccc(Cl)cc1=N2
35) COC(=O)Nc1nc2ccc(C(=O)c3ccccc3N(C)C3COC3)cc2[nH]1
36) Cc1cc(C2=NNC(=O)C(C)c3cc4c(cc32)OCO4)ccc1N (stereo not given)
37) Cc1ccc(Cc2cnc(NC(=O)c3cc(Br)cs3)s2)cc1
38) CCCCN(CC)C1N=C(C)Nc2c1sc(=S)n2-c1ccc(OC)cc1OC (stereo not given)
39) Cc1ccc(NC(=O)N(O)C2CCCCC2C#N)cc1 (stereo not given)
40) CCCCCN1C(=O)/C(=c2\sc3n(c2=O)C2C(NN=3)N(CC)C(=O)N2CC)c2ccccc21 (stereo not given)

compound no. | 31 | 32 | 33 | 34 | 35 | 36 | 37 | 38 | 39 | 40
TK-10 | 85.4 | 120.8 | 102.4 | 130.5 | 59.5 | 104.2 | 78.1 | 111.0 | 120.5 | 19.9
SN12C | 97.4 | 123.1 | 100.4 | 95.3 | 44.1 | 105.1 | 68.7 | 93.6 | 103.8 | -50.5*
IGROV1 | 110.0 | . | 98.7 | 79.0 | 58.6 | 106.1 | 49.6 | 88.5 | . | 2.3*
786-0 | 102.6 | 120.0 | 96.7 | 102.5 | 34.4 | 94.1 | 67.8 | 88.5 | 112.9 | -61.6*
OVCAR-4 | 100.2 | 98.4 | 103.0 | . | 75.8 | 96.8 | 77.3 | 93.4 | . | -56.7*
UO-31 | 91.6 | . | 86.6 | . | 39.9 | 85.6 | 71.7 | 72.1 | 107.3 | -40.8*
SK-OV-3 | 84.9 | 91.4 | 111.5 | 91.8 | . | 111.0 | 64.9 | 88.0 | 116.2 | 13.3
OVCAR-5 | 105.8 | 111.3 | 87.6 | 104.3 | 57.0 | 95.8 | 94.2 | 93.6 | 96.4 | -4.1*

41) COC(=O)C1=NN(c2ccccc2)C2C3N(c4ccccc4)N=C(C(=O)OC)N3c3ccccc3N12 (stereo not given)
42) CCOC(=O)c1c(C)[nH]c(CO)c1C
43) O=c1/c(=C/c2c[nH]c3ccccc23)sc2nc3ccccc3n12
44) N=C(N)c1ccc(-c2ccc(-c3ccc(C(=N)N)cc3)o2)cc1
45) Nc1ncnc2c1ncn2[C@@H]1O[C@H](CO)[C@@H](O)[C@H]1O
46) COc1ccccc1/C=N/NC1=NC2C(N1)N(C)C(=O)N2C (stereo not given)
47) Fc1ccc(COc2ccc(Nc3ncnc4onc(-c5ccccc5)c34)cc2)cc1
48) Cc1nn(-c2ccccc2)c2ncnc(Nc3ccc(OCCCBr)cc3)c12
49) Nc1c(Br)cc2c(c1Br)C(O)c1ccccc1-2 (stereo not given)
50) Cc1cc(N)ccc1-c1ccc(N)cc1C

compound no. | 41 | 42 | 43 | 44 | 45 | 46 | 47 | 48 | 49 | 50
TK-10 | 111.4 | 106.4 | . | . | 100.2 | 124.9 | 97.2 | 89.9 | 141.4 | 111.0
SN12C | 106.9 | 95.2 | 96.4 | 81.0 | 89.4 | 100.1 | 89.7 | 95.2 | 96.7 | 98.5
IGROV1 | 96.7 | 98.0 | 83.3 | 108.8 | 110.3 | 96.4 | 96.4 | 105.4 | 86.5 | 104.0
786-0 | 88.8 | 106.1 | 99.8 | 108.9 | 104.0 | 102.2 | 99.0 | 64.3 | 98.7 | 100.7
OVCAR-4 | 106.6 | 105.4 | 105.4 | 107.2 | . | 105.5 | 89.7 | 99.6 | 92.8 | 107.8
UO-31 | 79.0 | 92.5 | 81.6 | 85.6 | 83.1 | 86.2 | 81.3 | 92.4 | 40.9 | 77.1
SK-OV-3 | 107.5 | 101.7 | 95.2 | 105.5 | 97.5 | 95.4 | . | 81.0 | 87.8 | 96.4
OVCAR-5 | 89.7 | 103.6 | 100.4 | 84.9 | 104.7 | 102.2 | 95.4 | 102.6 | 106.5 | 98.4

51) CCCCCOc1ccc(OCCCN2CCN(C(=O)OCC)CC2)cc1
52) COc1cc2oc(-c3cccc(NC(=O)c4ccccc4Br)c3)cc(=O)c2c(OC)c1OC
53) CCC(=O)c1ccc(OC)c(OC)c1O
54) Nc1c(C(=O)Nc2ccccc2-c2cn(CCCN3CCOCC3)nn2)sc2nc3c(cc12)CCCCC3
55) O=C(Cc1ccc([N+](=O)[O-])cc1)NCCc1ccc2c(c1)OCO2
56) COc1ccc([N+](=O)[O-])c(S(=O)(=O)c2ccc(Cl)cc2)n1
57) Cc1cc(C)c2[nH]c(=O)c(C(c3nnnn3Cc3ccc(F)cc3)N3CCN(C4CCCCC4)CC3)cc2c1 (stereo not given)
58) CC(/C=C1\SC(=S)N(CCC(=O)NCC(=O)O)C1=O)=C\c1ccccc1
59) COC(=O)c1ccc(Cl)c(Cl)c1
60) O=c1ccc2cnc3sc(-c4ccccc4)nc3c2[nH]1
61) O=c1cc(C(O)CC[N+](=O)[O-])c2cc(Cl)ccc2o1 (stereo not given)
62) CS(=O)(=O)Nc1ccc(C(=O)CC2(O)C(=O)Nc3ccccc32)cc1 (stereo not given)

compound no. | 51 | 52 | 53 | 54 | 55 | 56 | 57 | 58 | 59 | 60 | 61 | 62
TK-10 | 83.7 | 88.5 | 94.2 | 152.3 | 96.2 | 81.1 | 111.9 | 120.8 | 102.3 | 129.6 | 99.7 | 120.0
SN12C | 78.5 | 69.1 | 104.3 | 88.3 | 92.0 | 74.5 | 98.7 | 97.0 | 108.6 | 91.6 | 96.9 | 94.2
IGROV1 | 90.0 | 76.1 | 105.4 | 91.9 | 109.1 | 97.1 | 90.9 | 102.1 | 103.3 | 97.0 | 98.2 | 101.6
786-0 | 83.7 | 75.5 | 90.5 | 71.7 | 96.9 | 70.1 | 71.9 | 101.6 | 100.8 | 91.4 | 99.4 | 103.9
OVCAR-4 | 70.3 | 67.7 | 97.3 | 83.0 | 103.2 | 68.7 | 92.1 | 103.9 | 107.8 | 103.7 | 99.7 | 111.5
UO-31 | 74.9 | 53.7 | 88.2 | 61.5 | 79.3 | 51.7 | 58.9 | 75.3 | 90.5 | 85.3 | 94.5 | 78.8
SK-OV-3 | 65.7 | 117.6 | 100.5 | 106.2 | 93.4 | 97.2 | 102.6 | 107.8 | 102.6 | 118.0 | 103.2 | 116.4
OVCAR-5 | 96.9 | 109.5 | 92.8 | 95.6 | 99.4 | 77.1 | 96.4 | 104.3 | 102.6 | 95.4 | 104.2 | 103.2
